Source: PubChem BioAssay (several laboratories)
PKA-R2B act – activates the human PKA-R2B holoenzyme complex; P22694+P31323; PKA-R2B holoenzyme dissociation, Cy5-IP20 fluorescence polarization; R2B truncated from residue 108, S112A mutant; 0% DMSO only, 100% 113 µM cGMP; AID 504700; activation, % at 11.4 µM; actives 0.079% (n = 340,000);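 active = activation above a cutoff set at the mean over all compounds plus 3 SD, cut at about 18% in these data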;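 note: higher means more holoenzyme dissociation and a rise in polarization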
Target sequence (P31323 whole entry, looked up, other chains not shown, the tested form may be a part): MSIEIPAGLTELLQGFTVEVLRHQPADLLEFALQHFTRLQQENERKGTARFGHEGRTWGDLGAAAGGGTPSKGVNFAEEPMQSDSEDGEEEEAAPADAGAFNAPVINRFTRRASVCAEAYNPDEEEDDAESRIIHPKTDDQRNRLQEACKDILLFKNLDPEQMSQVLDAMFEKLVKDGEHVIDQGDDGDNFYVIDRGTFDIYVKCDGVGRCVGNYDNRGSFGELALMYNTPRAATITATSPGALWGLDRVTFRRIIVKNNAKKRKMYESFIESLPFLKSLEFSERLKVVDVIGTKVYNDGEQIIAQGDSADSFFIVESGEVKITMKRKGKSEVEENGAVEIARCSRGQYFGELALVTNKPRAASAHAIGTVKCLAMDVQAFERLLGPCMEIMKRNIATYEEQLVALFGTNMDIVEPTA
E coli growth – counter-screen for AddAB inhibitors: E. coli growth inhibition; E. coli V3065 growth, OD600 absorbance, 18 h; inhibition, % at 11.9 µM; actives 0.27% (n = 330,000); AID 449728;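 active = inhibition above the campaign's mean inhibition across all tested compounds plus 3 SD, cut at about 9.9% in these data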;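 note: uninfected addAB+ strain grown without phage in ampicillin broth; 0% = DMSO wells and 100% = ciprofloxacin 0.95 µg/ml wells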
PKA-R1A activ – PKA-R1A complex activation. actives 0.083% (n = 340,000). AID 504707. P00514+P68181. activation, % at 11.4 µM. PKA-R1A dissociation, Cy5-IP20 fluorescence polarization; scaled: DMSO 0%, 113 µM cGMP 100%;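 active = percent activation above the mean of all tested compounds plus 3 SD, cut at about 19% in these data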;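 note: higher means more PKAc released from R1A so a rise in polarization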
AddAB inh – less growth of phage-infected E. coli with AddAB | AID 435030 | inhibition, % at 11.9 µM | actives 0.29% (n = 330,000) | E. coli expressing H. pylori AddAB, absorbance growth; in the data active = inhibition above about 12%;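 note: 0% = vehicle wells of infected cells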
HTR5A inv ag – counter-screen for OPRM1-OPRD1 inverse agonists: human HTR5A inverse agonism; P47898; HTR5A cell line, luminescence; inhibition, % at 9.3 µM; actives 0.083% (n = 340,000); in the data active = inhibition mostly above about 23%, no sharp cut-off; inactive = mostly below about 18%;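 note: 0% = cells with DMSO and 100% = no-cell wells with DMSO; some compounds called inactive have numbers as strong as hits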
CDK5 p35 inh – blocks human CDK5/p35 kinase activity; Q00535+Q15078; Recombinant CDK5/p35, ADP-Glo luminescence, 60 min; actives 0.01% (n = 330,000); AID 488839; inhibition, % at 10 µM;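 active = highest replicate inhibition of at least 50% and at least 75% of replicates reaching 50%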;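 note: plate controls were DMSO neutral control for no effect and GW8510 at 10 µM for full effect; many of its hits are not listed in these tables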
DAGLB inh – diacylglycerol lipase beta (human) inhibition | inhibition, % at 5.17 µM | HEK293T DAGLB membrane lysate, EnzChek fluorogenic substrate | Q8NCG7 | actives 0.059% (n = 340,000); in the data active = inhibition above about 34%;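 note: 0% = enzyme with vehicle and 100% = wells lacking enzyme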
Target sequence (Q8NCG7 whole entry, looked up): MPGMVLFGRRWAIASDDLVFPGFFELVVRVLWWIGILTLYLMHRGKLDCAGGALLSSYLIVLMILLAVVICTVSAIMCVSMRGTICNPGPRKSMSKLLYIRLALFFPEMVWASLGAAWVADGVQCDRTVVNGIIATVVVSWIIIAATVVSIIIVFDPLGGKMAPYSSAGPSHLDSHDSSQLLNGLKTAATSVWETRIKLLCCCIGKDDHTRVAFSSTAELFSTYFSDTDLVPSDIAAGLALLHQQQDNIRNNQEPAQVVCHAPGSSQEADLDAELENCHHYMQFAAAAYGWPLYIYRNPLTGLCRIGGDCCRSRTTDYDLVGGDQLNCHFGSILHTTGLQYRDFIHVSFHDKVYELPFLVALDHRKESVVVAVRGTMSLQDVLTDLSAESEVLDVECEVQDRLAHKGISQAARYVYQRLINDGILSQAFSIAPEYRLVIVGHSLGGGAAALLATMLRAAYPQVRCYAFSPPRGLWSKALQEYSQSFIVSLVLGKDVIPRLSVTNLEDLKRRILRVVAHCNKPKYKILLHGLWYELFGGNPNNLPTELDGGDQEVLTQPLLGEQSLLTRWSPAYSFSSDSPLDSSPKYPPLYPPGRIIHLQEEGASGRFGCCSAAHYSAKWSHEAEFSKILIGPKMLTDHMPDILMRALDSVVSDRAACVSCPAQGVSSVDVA
HTR5A ag – activates human HTR5A in OPRM1-OPRD1 agonist counter-screen; P47898; HTR5A agonist assay, luminescence, cell-based; activation, % at 9.3 µM; actives 0.61% (n = 340,000); in the data active = activation mostly above about 9.5%, no sharp cut-off; inactive = mostly below about 7.6%;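 note: 0% = cells with vehicle only and 100% = reference agonist; strong numbers were not always called active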
phage Ecoli inh – E. coli growth loss with phage present; growth absorbance; inhibition, % at 11.9 µM; actives 0.26% (n = 360,000); AID 651602; in the data active = inhibition above about 11%
Mot1-301 SUMO – blocks SUMOylation pathway, rescuing yeast Mot1-301 growth. S. cerevisiae Mot1-301 growth rescue, ATP luminescence, 38.5C; percent above DMSO median, 100 means doubled. growth rescue, % at 18.8 µM. actives 1% (n = 320,000);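 active = every valid replicate shows activation above 250% relative to neutral control wells; inactive = the rest, any valid replicate at or below 250%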;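 note: OY570 slx delta 5 strain wells were the positive control but not used for scaling; some compounds called inactive have numbers as strong as hits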
Tat transport – inhibitors of E. coli Tat protein transport | E. coli MC4100 TorA-mCherry Tat export, fluorescence | inhibition, % at 10 µM | actives 0.036% (n = 340,000);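 active = mean replicate inhibition at least 50% and at least half of replicates individually reaching 50%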;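 note: exported cargo escapes ClpAP degradation while cytoplasmic cargo is degraded and loses fluorescence; 0% = median of neutral control wells and 100% = median of NaSCN control wells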
An asterisk follows results filed as active. Compounds were not picked by outcome; overall some 2.3% were active at least once.

`O=C1CCC[C@H]2c3[nH]c4ccccc4c3CCN12` gave PKA-R2B act 3, E coli growth 1.2, PKA-R1A activ -2, AddAB inh 2.2, HTR5A inv ag 11, CDK5 p35 inh -0.4, DAGLB inh 2, HTR5A ag 6, phage Ecoli inh 3.4, Mot1-301 SUMO 0 and Tat transport -3.
For O=C(NNS(=O)(=O)c1ccccc1)c1ccccc1-n1cccc1 the results were PKA-R2B act 12, E coli growth 0.4, PKA-R1A activ 2, AddAB inh 3.5, HTR5A inv ag -2, CDK5 p35 inh 1.7, DAGLB inh 0, HTR5A ag 5, phage Ecoli inh 3.1, Mot1-301 SUMO -5 and Tat transport 1.
Screening COc1ccc(C2C(C(=O)NCC3CCCO3)c3cc(OC)c(OC)cc3C(=O)N2C)cc1OC (stereo unspecified) returned PKA-R2B act -4, E coli growth 1.1, PKA-R1A activ -15, AddAB inh 1.8, HTR5A inv ag 2, CDK5 p35 inh 1.1, DAGLB inh 0, HTR5A ag -2, phage Ecoli inh 3.2, Mot1-301 SUMO -7 and Tat transport -2.
`CC(=O)Nc1cccc(NC(=O)C2CCCN2C(=O)Nc2cccc(C)c2)c1` (stereo unspecified) gave PKA-R2B act 1, E coli growth -2.4, PKA-R1A activ -9, AddAB inh 1.0, HTR5A inv ag -1, CDK5 p35 inh -1.0, DAGLB inh 1, HTR5A ag 0, phage Ecoli inh 1.8, Mot1-301 SUMO -12 and Tat transport 1.
For C#CCOCCOCCOCCNc1nc(N2CCN(C(=O)CCCCCCCCCCNC(=O)Cn3cc(CCCCCN)nn3)CC2)nc(N2CCN(C(=O)CCCCCCCCCCNC(=O)[C@@H]([C@H](C)O)n3cc(C)nn3)CC2)n1 the results were PKA-R2B act -10, E coli growth -1.5, PKA-R1A activ 0, AddAB inh 1.3, HTR5A inv ag 4, CDK5 p35 inh -1.0, DAGLB inh -1, HTR5A ag 5, Mot1-301 SUMO -19 and Tat transport 29.
Screening COc1ccc(NC(=O)C2CCCN2S(=O)(=O)c2ccc3c(c2)CCC(=O)N3)c(OC)c1 (stereo unspecified) returned PKA-R2B act -9, E coli growth 2.1, PKA-R1A activ -20, AddAB inh 1.3, HTR5A inv ag -1, CDK5 p35 inh 0.8, DAGLB inh 1, HTR5A ag 0, phage Ecoli inh 1.4, Mot1-301 SUMO -19 and Tat transport 11.
Screening Cc1cccc(-c2nc(NCCCN(C)C)c3ccccc3n2)c1 returned PKA-R2B act -8, E coli growth -3.3, PKA-R1A activ -2, AddAB inh 3.6, HTR5A inv ag -29, CDK5 p35 inh 0.6, DAGLB inh 1, HTR5A ag -1, phage Ecoli inh -2.1, Mot1-301 SUMO 27 and Tat transport 0.
COC(=O)c1ccc(NC(=O)CSc2nc3cccnc3n2C)cc1 was read as PKA-R2B act 1, E coli growth -1.7, PKA-R1A activ 8, AddAB inh -0.7, HTR5A inv ag -3, CDK5 p35 inh 0.5, DAGLB inh -3, HTR5A ag 1, phage Ecoli inh 0.2, Mot1-301 SUMO 109 and Tat transport 6.
`CCc1ccc(NC(=S)Nc2cccc3cnccc23)cc1` gave PKA-R2B act -2, E coli growth -1.3, PKA-R1A activ -12, AddAB inh 5.1, HTR5A inv ag 0, CDK5 p35 inh 3.6, DAGLB inh -3, HTR5A ag 0, phage Ecoli inh 4.3, Mot1-301 SUMO 7 and Tat transport -8.
`Cc1ccc(SCC(=O)OCC(=O)N(CCC#N)c2ccccc2)cc1C` gave PKA-R2B act 8, E coli growth -0.7, PKA-R1A activ 4, AddAB inh -0.9, HTR5A inv ag -3, CDK5 p35 inh 0.0, DAGLB inh 0, HTR5A ag 4, phage Ecoli inh -0.9, Mot1-301 SUMO 5 and Tat transport -8.
Cc1cc(-c2ccc(S(=O)(=O)N3CCCCC3)s2)on1 was read as PKA-R2B act 3, E coli growth -1.0, PKA-R1A activ 3, AddAB inh 1.9, HTR5A inv ag 10, CDK5 p35 inh -0.5, DAGLB inh -3, HTR5A ag 3, phage Ecoli inh 3.2, Mot1-301 SUMO -18 and Tat transport -7.
Screening COc1cc2c(cc1OC)C(C)N(C(=S)Nc1ccccc1)CC2 (stereo unspecified) returned PKA-R2B act -11, E coli growth -0.4, PKA-R1A activ 0, AddAB inh 2.6, HTR5A inv ag 3, CDK5 p35 inh 3.1, DAGLB inh 0, HTR5A ag 0, phage Ecoli inh 1.2, Mot1-301 SUMO -2 and Tat transport -1.
`COc1ccc(C(=O)CSc2nnc(NC(=O)C3CC(=O)N(c4ccccc4)C3)s2)cc1` (stereo unspecified) gave PKA-R2B act -4, E coli growth -1.2, PKA-R1A activ -14, AddAB inh 0.3, HTR5A inv ag 28, CDK5 p35 inh -5.0, DAGLB inh 4, HTR5A ag 5, phage Ecoli inh 1.9, Mot1-301 SUMO 2 and Tat transport -3.
Screening COc1ccccc1OCCCOc1ccc(/C=C2\SC(=O)NC2=O)cc1OC returned PKA-R2B act -4, E coli growth 2.0, PKA-R1A activ -5, AddAB inh 0.1, HTR5A inv ag 13, CDK5 p35 inh -1.0, DAGLB inh 7, HTR5A ag -1, phage Ecoli inh 0.2, Mot1-301 SUMO 249 and Tat transport -18.
`O=C(Nc1ccccc1)N1CCn2c1nc1ccccc12` gave PKA-R2B act -5, E coli growth 0.8, PKA-R1A activ -3, AddAB inh 1.7, CDK5 p35 inh 0.0, DAGLB inh -4, phage Ecoli inh 3.6, Mot1-301 SUMO 713 and Tat transport -6.
For COc1cccc(OC)c1C(=O)NC(=S)N1CCOCC1 the results were PKA-R2B act 0, E coli growth 4.8, PKA-R1A activ 4, AddAB inh 3.7, HTR5A inv ag -6, CDK5 p35 inh 2.5, DAGLB inh -2, HTR5A ag 2, phage Ecoli inh 5.2, Mot1-301 SUMO -3 and Tat transport 4.
For CCOc1cc(Br)c(Br)c(C=Nc2ccc(NC(C)=O)cc2)c1O the results were PKA-R2B act -1, E coli growth 3.1, PKA-R1A activ -18, AddAB inh 1.9, HTR5A inv ag -10, CDK5 p35 inh 1.9, DAGLB inh 19, HTR5A ag 3, phage Ecoli inh 4.0, Mot1-301 SUMO 18 and Tat transport 2.
Screening Cc1ccsc1C(=O)OCC(=O)NCc1ccccc1 returned PKA-R2B act -7, E coli growth -1.6, PKA-R1A activ -10, AddAB inh -0.7, HTR5A inv ag 1, CDK5 p35 inh 4.2, DAGLB inh -2, HTR5A ag 0, phage Ecoli inh 2.6, Mot1-301 SUMO 5 and Tat transport -19.
For Cc1csc(Nc2ccccc2)n1 the results were PKA-R2B act -11, E coli growth 0.1, PKA-R1A activ -7, AddAB inh 2.4, HTR5A inv ag 0, CDK5 p35 inh 9.9, DAGLB inh 0, HTR5A ag 0, phage Ecoli inh 3.0, Mot1-301 SUMO -11 and Tat transport -2.
For COc1ccc([C@H]2CC(=O)C=C(c3c(C)cc(C)cc3C)C2)cc1 the results were PKA-R2B act 5, E coli growth 2.5, PKA-R1A activ -9, AddAB inh 0.8, HTR5A inv ag -25, CDK5 p35 inh -1.1, DAGLB inh -10, HTR5A ag -1, phage Ecoli inh 0.9, Mot1-301 SUMO 3 and Tat transport 6.
`COc1cc(NC(c2ccccc2)c2ccccc2)cc(OC)c1OC` gave PKA-R2B act -14, E coli growth 2.4, PKA-R1A activ -13, AddAB inh 0.3, HTR5A inv ag 0, CDK5 p35 inh -0.6, DAGLB inh 2, HTR5A ag 0, phage Ecoli inh 3.0, Mot1-301 SUMO 22 and Tat transport -1.
`COc1ccc(NC(=O)CN(C)C2CCS(=O)(=O)C2)cc1` (stereo unspecified) gave PKA-R2B act -4, E coli growth -0.9, PKA-R1A activ 2, AddAB inh 0.9, HTR5A inv ag 11, CDK5 p35 inh -6.1, DAGLB inh -2, HTR5A ag 3, phage Ecoli inh 1.5, Mot1-301 SUMO 15 and Tat transport -1.
Screening COc1cc(CNCCO)cc(Cl)c1OCc1ccc(Cl)cc1Cl returned PKA-R2B act -1, E coli growth -0.7, PKA-R1A activ 2, AddAB inh 1.2, HTR5A inv ag 2, CDK5 p35 inh 0.9, DAGLB inh -4, HTR5A ag 2, phage Ecoli inh 5.8, Mot1-301 SUMO 257 and Tat transport 7.
Screening CC(=O)Nc1ccc(OCC(=O)NCc2ccc(C)cc2)cc1 returned PKA-R2B act -4, E coli growth -0.2, PKA-R1A activ -4, AddAB inh 1.5, HTR5A inv ag -5, CDK5 p35 inh 0.0, DAGLB inh 3, HTR5A ag 2, phage Ecoli inh 3.9 and Tat transport -1.
`O=C(NC1CC1)c1cc(OCC(F)(F)F)ccc1OCC(F)(F)F` gave PKA-R2B act 5, E coli growth -0.1, PKA-R1A activ -5, AddAB inh 0.6, HTR5A inv ag -17, CDK5 p35 inh -2.8, DAGLB inh -2, HTR5A ag 7, phage Ecoli inh -0.6, Mot1-301 SUMO -11 and Tat transport 2.
For O=C(Nc1sc2c(c1C(=O)O)CCCCC2)c1cccs1 the results were PKA-R2B act 1, E coli growth 2.1, PKA-R1A activ -9, AddAB inh 3.5, HTR5A inv ag -2, CDK5 p35 inh -2.3, DAGLB inh 8, HTR5A ag 1, phage Ecoli inh 4.4, Mot1-301 SUMO 108 and Tat transport -1.
Screening COc1ccc(NC(=O)CSc2nnc3ccc(-c4ccncc4)nn23)cc1 returned PKA-R2B act 4, E coli growth 1.0, PKA-R1A activ -4, AddAB inh 3.9, HTR5A inv ag 0, CDK5 p35 inh 0.8, DAGLB inh 3, HTR5A ag -1, phage Ecoli inh 3.2, Mot1-301 SUMO 48 and Tat transport -2.
For O=C(c1cc(=O)c2ccccc2o1)N(Cc1ccccc1)C1CCS(=O)(=O)C1 (stereo unspecified) the results were PKA-R2B act -4, E coli growth -0.2, PKA-R1A activ -1, AddAB inh 3.2, HTR5A inv ag -22, CDK5 p35 inh -0.3, DAGLB inh 0, HTR5A ag -4, phage Ecoli inh 0.6 and Tat transport -2.
For CCN(Cc1nc(-c2ccccc2)no1)C(=O)c1ccoc1C the results were PKA-R2B act 2, E coli growth -2.1, PKA-R1A activ 3, AddAB inh 2.6, HTR5A inv ag 7, CDK5 p35 inh 1.0, DAGLB inh -1, HTR5A ag -3, phage Ecoli inh 1.2, Mot1-301 SUMO 5 and Tat transport -2.
`CCC1(c2ccccc2)NC(=O)N(CC(=O)Nc2ccc(Cl)c(S(=O)(=O)N3CCCCC3)c2)C1=O` (stereo unspecified) gave PKA-R2B act -1, E coli growth 1.8, PKA-R1A activ 9, AddAB inh 1.7, HTR5A inv ag 5, CDK5 p35 inh 0.1, DAGLB inh 4, HTR5A ag 1, phage Ecoli inh -1.9, Mot1-301 SUMO 5 and Tat transport 3.
For Cc1ccc(CNC(=O)c2cnc3ccccc3n2)cc1 the results were PKA-R2B act 6, E coli growth 0.1, PKA-R1A activ 10, AddAB inh 3.9, HTR5A inv ag -7, CDK5 p35 inh -2.0, DAGLB inh -4, HTR5A ag 2, phage Ecoli inh 0.0, Mot1-301 SUMO 94 and Tat transport 6.
